# BL2 CD40 inh = CD40 pathway inhibition in BL2 cells; BL2 NF-kB luciferase reporter, CD40L-induced, 4 h; inhibition, % at 10 µM; actives 0.94% (n = 83,000); AID 1053188;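 active = mean inhibition of at least 50% with a set share of replicates also reaching that level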;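 note: 0% = neutral control wells and 100% = IKK inhibitor VII at 50 µM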
# An asterisk follows results filed as active; [ ] = another dose, or the depositor's remark. Some of the compounds tested; the hit share may differ from the screen's.
SMILES,BL2 CD40 inh
Cc1cc(C)n2nc(SCc3nnc(-c4ccc(F)cc4)o3)nc2n1,-0.6
Cc1ccc(S(=O)(=O)CCC(O)c2ccc(Cl)cc2)cc1 (stereo unspecified),4.3
Cn1c(=O)c2c(-c3ccccc3)n(Cc3ccccn3)cc2n(C)c1=O,7.3
CN(C(=O)c1ccccc1C(=O)OCC(=O)c1ccccc1)c1ccccc1,2.1
Cc1cccc(OCCC(=O)OCC(=O)Nc2c(C)nn(-c3ccccc3)c2C)c1,-12.8
CN(C)CC(=O)N1[C@@H]2c3ccc(C4=CCCC4)c(=O)n3C[C@H]1[C@H](CO)[C@H]2C(=O)NCC1CC1,1.2
CCCNC(=O)N1CC2(C1)[C@H](c1ccccc1)[C@@H](CO)N2C(=O)c1cccnc1,-6.2[25 µM]
CCOC(=O)C1CCN(C(=O)COC(=O)c2nc3nc(C)cc(C)n3n2)CC1,1.2
Cc1nc2cc(NC(=O)NCc3ccco3)ccc2n1C,-68.9
COc1ccc(Cl)cc1N(CC(=O)Nc1cccc(SC)c1)S(C)(=O)=O,20.2
CC(C)NC(=O)N1[C@H](CN(C)C(=O)c2ccncc2)[C@@H](c2ccccc2)[C@@H]1CO,-4.7
CO[C@H](CN(C)S(=O)(=O)c1ccc(F)cc1)[C@@H](C)CN(C(=O)Nc1ccccc1F)[C@@H](C)CO,-19.1
COc1ccc(C#Cc2ccc([C@@H]3[C@@H](CO)N4CCCCN(S(=O)(=O)c5cn(C)cn5)C[C@H]34)cc2)cc1,19.1[25 µM]
CC1CCN(c2nncc3ccccc23)CC1,-0.1
CC(=O)Nc1ccc(S(=O)(=O)N(Cc2ccccc2)c2ccccn2)cc1,-4.7
CCC(=O)Nc1ccc2c(c1)C(=O)N(C)C[C@H](OC)[C@@H](C)CN(Cc1nccs1)[C@@H](C)CO2,-2.5[25 µM]
COc1cc(C2C(=O)N(C3CCCC3)CC(=O)N2Cc2ccco2)ccc1OC(C)C (stereo unspecified),10.3
CCCC#Cc1ccc([C@@H]2[C@@H](C#N)N(C(=O)C3CCCC3)[C@@H]2CO)cc1,4.8
CCC1(c2ccccc2)NC(=O)N(CC(=O)N(C)Cc2ccccc2)C1=O (stereo unspecified),3.8
Cc1ccc2c(c1)C1C3CCC(C3)C1S(=O)N2 (stereo unspecified),2.2
CCCCN(C(=O)c1ccc(N(C)S(=O)(=O)c2ccc(C)cc2)cc1)c1c(N)n(CC(C)C)c(=O)[nH]c1=O,8.2
O=C(CCCc1nc2ccccc2s1)N1CCN(S(=O)(=O)c2cccs2)CC1,-3.5
CSc1ccccc1C(=O)C1CCCN(C(=O)CCc2cccnc2)C1 (stereo unspecified),-1.8
COc1ccc(NC(=O)C2C(=O)NC3(C)CC2c2ccccc2O3)cc1 (stereo unspecified),2.8
O=C(COC(=O)c1ccc(O)cc1O)Nc1cc(-c2ccccc2)nn1-c1ccccc1,8.3
C/C(N)=C(/C#N)C(=O)CSc1nnc(Nc2c(C)cccc2C)s1,3.4
O=C(C[C@@H]1C[C@@H]2c3cc(NC(=O)Nc4ccc(C(F)(F)F)cc4)ccc3O[C@@H]2[C@@H](CO)O1)NCc1cc(F)ccc1F,10.0[25 µM]
O=C(CCNC(=O)c1ccccc1)Nc1ccc(Cl)c(S(=O)(=O)N2CCCCC2)c1,8.0
CNC[C@H]1OCCCC[C@@H](C)Oc2ccc(N)cc2C(=O)N([C@@H](C)CO)C[C@@H]1C,-2.9[25 µM]
C[C@@H]1CN([C@H](C)CO)C(=O)CCCn2nncc2CO[C@@H]1CN(C)C(=O)c1cc(-c2ccccc2)on1,2.5[25 µM]
Cc1ccc(O)c(-c2cc(C(=O)NCc3ccncc3)[nH]n2)c1,-18.9
Cc1cc(OCC(=O)NCCN2CCOCC2)ccc1Br,3.5
O=S(=O)(Nc1nc2ccccc2nc1NCc1ccco1)c1ccccc1,11.2
O=C(NCCCN1CCOCC1)c1c(F)cccc1F,8.3
O=C(CCC(=O)OCC(F)(F)C(F)F)NCc1ccccc1,3.1
CN(C[C@@H]1N[C@H](CO)[C@H]1c1ccc(C2=CCCC2)cc1)C(=O)c1cccc(F)c1,-30.3[25 µM]
COC(=O)c1ccc2nc(NC(=O)C(C)C)sc2c1,-69.7
Cc1nc2c(ccc3nc(NC(=O)c4ccc(S(=O)(=O)N(C)C)cc4)sc32)s1,-1.0
CC(=O)c1ccc2c3c(ccc([N+](=O)[O-])c13)CC2,-3.7
COc1ccccc1S(=O)(=O)N1CC[C@@H]2[C@H]1c1cc(-c3ccc(C#N)cc3)ccc1N[C@@H]2CO,7.8[25 µM]
CCCNC(=O)NC(=O)COc1c(F)c(F)cc(F)c1F,1.5
Cc1noc(C)c1S(=O)(=O)N(C)C[C@H]1OCCCC[C@H](C)Oc2ccc(NS(=O)(=O)c3ccccc3)cc2C(=O)N([C@H](C)CO)C[C@@H]1C,11.2
CN(CC(=O)Nc1cccc(F)c1)C(=O)c1ccc(COc2ccccc2)cc1,-40.4
CCOc1cc(N2CCOCC2)c(OCC)cc1NC(=O)COC(=O)c1ccc([N+](=O)[O-])o1,2.0
O=C(COc1ccc(S(=O)(=O)N2CCOCC2)cc1)N1CCCCCC1,1.3
CCN(C(=O)COC(=O)/C=C/c1ccccc1Cl)c1c(N)n(Cc2ccccc2)c(=O)[nH]c1=O,9.4
O=C(Nc1ccc(S(=O)(=O)N2CCCC2)cc1)c1cnccn1,-2.9
O=C(Cn1c(=O)oc2cc(S(=O)(=O)N3CCCC3)ccc21)NCc1ccc(F)cc1,7.1
Cc1cccc(Cn2ccc(NC(=O)c3cccnc3)n2)c1,-16.4
CCOC(=O)c1ccc(NC(=O)c2cc(=O)[nH]c3ccccc23)cc1,2.5
O=C(CCOc1cccc(Br)c1)NNC(=O)COc1ccc(F)cc1,6.8
Cn1c(=O)oc2cc(S(=O)(=O)NCCCN3CCCC3=O)ccc21,5.4
Cc1c(CCOC(=O)c2cc([N+](=O)[O-])ccc2Cl)sc[n+]1CCCCS(=O)(=O)[O-],7.3
O=C(c1cccnc1)N1CCCCN2[C@H](CO)[C@@H](c3ccc(C#Cc4ccccn4)cc3)[C@@H]2C1,5.9[25 µM]
CC12CCC(=O)N1c1ccccc1C(=O)N2c1ccccc1 (stereo unspecified),8.4
CN(C)CC(=O)N1[C@H](C#N)[C@H](c2ccc(C#CC3CCCCC3)cc2)[C@H]1CO,3.2[25 µM]
COc1cc2c(cc1OC)C1c3ccc(OC)c(OC)c3OCC1(O)C2 (stereo unspecified),3.0
Cc1oc(-c2ccc3c(c2)OCCO3)cc1C(=O)O,-6.3
CCOc1ccc(Oc2ccc(Cl)cc2NC(=O)C2=COCCO2)cc1,-14.2
O=C1c2cccc3c([N+](=O)[O-])ccc(c23)C(=O)N1CC1CCCO1 (stereo unspecified),34.7
# (continued)
SMILES,BL2 CD40 inh
COCCSc1ccccc1C(=O)N1CCc2ccccc2C1,4.6
O=C(Cc1cccnc1)N1[C@H](CO)[C@@H]2c3ccccc3NC[C@@H]21,-2.2[25 µM]
COc1ccccc1N1CCN(C(=O)c2n[nH]c3ccccc23)CC1,0.2
CCN(CC)S(=O)(=O)c1ccc(Cl)c(OC)c1,-1.9
CC(=O)c1ccc(OCC(=O)NC2CCCCCC2)cc1,-11.8
CC(C)CSc1nc2ccccc2c(=O)[nH]1,-5.2
CCCN(C(=O)c1cccc(S(=O)(=O)N2CCN(C)CC2)c1)c1c(N)n(Cc2ccccc2)c(=O)[nH]c1=O,4.7
Cc1ccc(OC(C)C(=O)OCC(=O)Nc2sccc2C(N)=O)cc1 (stereo unspecified),-13.8
O=C(Nc1ccc2nsnc2c1)c1cccs1,-6.7
N#Cc1c(C(F)(F)F)cc(-c2ccco2)nc1SCc1ccccn1,5.0
C/C=C/c1ccc([C@H]2[C@@H](CO)N[C@@H]2CN(CC)C(=O)CN2CCOCC2)cc1,2.9[25 µM]
O=C(c1cc(=O)[nH]c2ccccc12)N(Cc1nnc(-c2ccccc2Cl)o1)C1CC1,1.2
O=S(=O)(Cc1cnc(Cl)s1)c1ccccc1,10.4
O=C(NCCCN1CCOCC1)c1ccc(CSc2ccc(Cl)cc2)cc1,-0.6
[O-][n+]1cccc2cccc(O)c21,-3.5

# An excerpt of these results, with each value named:
O=C(NCCCN1CCOCC1)c1ccc(CSc2ccc(Cl)cc2)cc1
- BL2 CD40 inh = -0.6
[O-][n+]1cccc2cccc(O)c21
- BL2 CD40 inh = -3.5

# Further entries
SMILES,BL2 CD40 inh
CC[C@H]1C/C=C\C[C@H](CC)NC(=O)[C@@H](C)CC(=O)N1,6.1[25 µM]
CCOc1ccc(S(=O)(=O)N2CCCC(C(=O)NC3CCCC3)C2)cc1 (stereo unspecified),9.8
O=C([C@H]1[C@H](CO)[C@H]2Cn3c(cccc3=O)[C@H]2N1C(=O)CC1CC1)N1CCc2ccccc2C1,-8.0[25 µM]
c1ccc(COc2ccc(-c3cc4nc(NCCOc5ccccc5)ccn4n3)cc2)cc1,-4.9
O=c1[nH]c2cc([N+](=O)[O-])cc(Cl)c2c2ccccc12,3.1
O=C(NC1CCC1)[C@H]1[C@H](CO)[C@H]2Cn3c(cccc3=O)[C@@H]1N2CC1CCCCC1,0.6
O=C(Cc1cccc([N+](=O)[O-])c1)Nc1ccccc1,-2.2
COc1ccc(N2CC(C(=O)NCc3n[nH]c(=O)c4ccccc34)CC2=O)cc1 (stereo unspecified),-3.9
C[C@H](CO)N1C[C@H](C)[C@@H](CN(C)Cc2cncnc2)Oc2ncc(C#Cc3ccccn3)cc2C1=O,-14.5[25 µM]
C=CC(=O)NN(C)c1ncc(C(F)(F)F)cc1Cl,4.9
O=C(c1cccc(F)c1)N1C[C@@H]2[C@H](c3ccccc31)[C@H](CO)N2C(=O)C1CCCC1,7.4
CCC1(c2ccc(F)cc2)NC(=O)N(CC(=O)N2CCN(C(=O)c3cccs3)CC2)C1=O (stereo unspecified),1.0
O=C(C[C@H]1CC[C@@H]2[C@H](COC[C@@H](O)CN2C(=O)Nc2cc(Cl)cc(Cl)c2)O1)N1CCOCC1,-2.1[25 µM]
CC(C)C#Cc1ccc([C@@H]2[C@H]3CN(C(=O)NC4CCCCC4)CC(=O)N3[C@H]2CO)cc1,3.6
COc1cccc(NC(=O)CN(C)C(=O)Cc2cccc3ccccc23)c1,-9.9
CC(OC(=O)CN1C(=O)c2ccccc2C1=O)C(=O)c1ccccc1 (stereo unspecified),-2.9
CN1C(=O)c2cc(NC(=O)c3cccc(Cl)c3)ccc2OC[C@@H]2O[C@@H](CC(=O)NC3CCCCC3)CC[C@@H]21,24.6[25 µM]
CN(c1ccccc1)S(=O)(=O)c1ccc(C(=O)NCCc2ccccc2)cc1,-9.0
Cc1cc(Nc2cnc3ccccc3n2)n(-c2ccccc2)n1,-22.7
Cc1cc(C)c2c(n1)nn1c(NCCN3CCOCC3)cc(C)nc21,9.2
COC1CCC2(C)C(=CCC3C4CC(O)CC4(C)CCC32)C1 (stereo unspecified),5.1
Cn1c(=O)n(C)c2cc(NC(=O)Cc3ccccc3[N+](=O)[O-])ccc21,2.9
O=C(Nc1nnc(-c2ccc(F)cc2)o1)C1CCCN1S(=O)(=O)c1cccs1 (stereo unspecified),10.0
CNCc1nc2ccccc2[nH]1,6.6
CCOC(=O)N1CCN(CC(=O)Nc2sccc2C#N)CC1,0.4
Cc1cccc(-c2ncc(CN3CCN(CC(C)C)C(CCO)C3)cn2)c1 (stereo unspecified),-17.8
CC(Oc1ccccc1)C(=O)Nc1ccc(S(=O)(=O)NCC2CCCO2)cc1 (stereo unspecified),13.7
Cc1cccc(-c2ccccc2[C@H]2[C@@H](C#N)N(c3ncc(-c4ccccc4)s3)[C@H]2CO)c1,-24.5[25 µM]
Cc1ccc(S(=O)(=O)N2CCOCC2)cc1C(=O)NC1CCCC(C)C1C (stereo unspecified),2.9
CCCN(CC(=O)Nc1ccccc1OC)C(=O)CCCN1C(=O)c2ccccc2C1=O,8.7

# Some of the entries so far, with the structure last.
BL2 CD40 inh	SMILES
-17.8	Cc1cccc(-c2ncc(CN3CCN(CC(C)C)C(CCO)C3)cn2)c1 (stereo unspecified)
13.7	CC(Oc1ccccc1)C(=O)Nc1ccc(S(=O)(=O)NCC2CCCO2)cc1 (stereo unspecified)
-24.5[25 µM]	Cc1cccc(-c2ccccc2[C@H]2[C@@H](C#N)N(c3ncc(-c4ccccc4)s3)[C@H]2CO)c1
2.9	Cc1ccc(S(=O)(=O)N2CCOCC2)cc1C(=O)NC1CCCC(C)C1C (stereo unspecified)
8.7	CCCN(CC(=O)Nc1ccccc1OC)C(=O)CCCN1C(=O)c2ccccc2C1=O

# Copied from the list.
# Value of CCCN(CC(=O)Nc1ccccc1OC)C(=O)CCCN1C(=O)c2ccccc2C1=O in BL2 CD40 inh: 8.7
# Value of Cc1cccc(-c2ccccc2[C@H]2[C@@H](C#N)N(c3ncc(-c4ccccc4)s3)[C@H]2CO)c1 in BL2 CD40 inh: -24.5[25 µM]

# (list continues)
SMILES,BL2 CD40 inh
C=CCn1c(O)c(N=NC(=S)Nc2ccccc2F)c2ccccc21,-9.2
O=C(O)c1csc(Br)c1Br,1.8
O=C(Cc1ccncc1)Nc1ccc2c(c1)[C@@H]1C[C@H](CC(=O)N3CCc4ccccc4C3)O[C@@H](CO)[C@@H]1O2,24.3[25 µM]
CCOc1ccccc1C=C1SC(=S)NC1=O,8.0
S=C(NCc1ccco1)N1CCOCC1,8.7
CC(=O)NCCOc1cccc2cccnc12,9.4
O=C(CN1C(=O)CCC1=O)Nc1cccc(NC(=O)CN2C(=O)CCC2=O)c1,-0.5
COc1ccc(-c2cc3ccccc3n2CC(O)CN2CCN(CCO)CC2)cc1 (stereo unspecified),-6.3
OCc1cc(-c2ccc(Cl)c(Cl)c2)on1,-4.7
COC(=O)C[C@H]1C[C@@H]2c3cc(NC(=O)Nc4ccccc4)ccc3O[C@@H]2[C@H](CO)O1,-2.4[25 µM]
Cn1nnnc1SCC(=O)Nc1cc(S(=O)(=O)N2CCCCC2)ccc1Cl,-0.6
C[C@@H]1CN([C@@H](C)CO)C(=O)c2cc(NC(=O)NC3CCCCC3)ccc2O[C@@H]1CN(C)C(=O)Nc1ccccc1,-6.2
CCOC(=O)c1c(NC(=O)OC)sc(C(=O)N(CC)CC)c1C,0.2
CC(=O)Nc1ccc(NC(=O)COc2cccc3c2OC(C)(C)C3)cc1,8.6
N#Cc1sc2nc3c(cc2c1N)CCCC3,-48.4
C[C@@H]1CN([C@H](C)CO)C(=O)c2c(c3ccccc3n2C)-c2ccccc2CO[C@@H]1CN(C)S(=O)(=O)c1ccsc1,6.3

# High-throughput results deposited in PubChem BioAssay by Broad Institute.
